A-T KAP1 phos = candidate therapy for ataxia-telangiectasia. hit rate 0.19% among 320,000. Potency, µM (titrated, usually from 57.5 µM), without a hit: at the highest dose activation, most hits filed as activators. AID 485349. […] A-T fibroblasts, KAP-1 phosphorylation AlphaLISA; neocarzinostatin DNA damage 30 min before lysis; further: potency means the concentration at half of the fitted maximal effect; % of control where 0% means no effect; nearly all actives have a fitted effect of over 45% in size
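hTERT-immortalized A-T patient fibroblasts ([…]), 500 cells/well in OPTI-MEM, 1% FBS, got compounds for 60 min, then NCS for 30 min at 37C. Lysates were then assayed for phospho-KAP-1 by AlphaLISA (anti-pKAP1 donor, anti-KAP1 acceptor beads), 6 hr at 25C.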
GALK inh = blocks human galactokinase activity; AID 1868; Potency, µM (doses to about 57.5 µM), for inactives: at the top dose activity change, negative = inhibition, hits mostly inhibitors; Purified GALK, Kinase-Glo residual ATP luminescence; hit rate 0.007% among 270,000; further: potency means the concentration at half of the fitted maximal effect; on the % scale 0 is the no-effect control and ±100 the full control effect
Target sequence (P51570 whole entry, looked up): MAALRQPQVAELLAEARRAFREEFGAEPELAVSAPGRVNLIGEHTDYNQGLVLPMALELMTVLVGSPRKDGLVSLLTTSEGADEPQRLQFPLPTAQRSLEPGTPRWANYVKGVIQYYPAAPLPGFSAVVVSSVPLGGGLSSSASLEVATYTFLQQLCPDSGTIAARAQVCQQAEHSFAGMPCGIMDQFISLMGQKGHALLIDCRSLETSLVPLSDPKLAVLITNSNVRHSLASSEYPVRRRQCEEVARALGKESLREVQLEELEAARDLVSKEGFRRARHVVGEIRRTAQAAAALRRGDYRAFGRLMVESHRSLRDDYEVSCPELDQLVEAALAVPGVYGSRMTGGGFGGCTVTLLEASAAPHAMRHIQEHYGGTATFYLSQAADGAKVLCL
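Luminescence from leftover ATP (Ultra-Glo luciferase/luciferin) served as read-out after a 1 h room-temperature reaction of 5 nM GALK with 35 uM ATP and 100 uM galactose.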
Coupling enz = inhibits coupling enzyme system, counter-screen for aldolase hits; coupling enzyme system counterscreen, AmpLite Red fluorescence; activity change, negative = inhibition, % at 58.2 µM, hits read low; hit rate 0.67% among 290,000; in the data active means activity change below about -30%; further: on the % scale 0 is the no-effect control and ±100 the full control effect
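Counterscreen of the coupled detection system alone, without aldolase: glyceraldehyde-3-phosphate coupling enzymes plus AmpLite Red readout. Compounds at 57.5 uM final, 10 min RT preincubation, 20 min RT reaction, fluorescence 525/598 nm.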
MLL CXXC-DNA inh = MLL CXXC-DNA interaction inhibition. Q03164. MLL-CXXC / FITC-HOXA9 DNA fluorescence polarization. Potency, µM (highest dose often 115 µM), inactives show top-dose activity change, negative = inhibition, most hits filed as inhibitors. hit rate 0.037% among 290,000; active means well fitted inhibition curve with a large enough effect in the polarisation, with a control signal flat, not every such curve was filed as active; inconclusive means small, poorly fitted or top-dose-only effect, or effect the other way, or a change in a side signal; inactive means no such curve, though single readings can be large or run the other way; the % refers to the polarisation; further: potency means the concentration at half of the fitted maximal effect
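Fluorescence polarization: 7 uM MLL-CXXC (stock) preincubated 5 min with compounds, then 50 nM fluorescein-HOX-A9 DNA (stock) added; 30 min ambient. Buffer 50 mM Tris-HCl pH 7.5, 50 mM NaCl, 1 mM DTT, 0.05% BSA.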
TCR activator = activates T cell receptor signaling; 330,000 tested, under 10 active; primary human leukocytes, anti-CD3, IL-2 HTRF, 48 h; Potency, µM (top dose mostly 9.22 µM), for inactives: top-dose activation of IL-2 secretion, most hits filed as activators; further: % of control where 0% means no effect
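Compounds are tested in HTS on primary human leukocytes co-incubated with a-CD3 beads for 48 hr. IL-2 output is measured by time-resolved FRET.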
TSHR antag = blocks TSH signaling through the human TSH receptor. P16473. TSHR-expressing cells, TSH-stimulated cAMP HTRF, 2 h; stronger effect = lower value. activity change, negative = inhibition, % at 11.5 µM. hit rate 0.2% among 330,000. AID 504810;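 active means activity change below a set negative limit, meaning inhibition stronger than a set level, cut at about -70% in these data; inconclusive means activity change between two set negative limits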; further: on the % scale 0 is the no-effect control and ±100 the full control effect
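TSHR-expressing cells, 200/well, pre-treated with compound, then stimulated with EC80 TSH (4nM final) for 2 hours at 37 deg C. cAMP measured by competitive HTRF: anti-cAMP cryptate antibody in lysis buffer plus cAMP-d2, read after 30 minutes at room temperature.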
Tb PFK block = inhibitors of T. brucei phosphofructokinase; O15648; T. brucei PFK, ADP-Glo luminescence; Potency, µM (titrated, usually from 57.5 µM), for inactives: at the highest dose activity, negative = inhibition, usual class: inhibitors; hit rate 0.17% among 330,000;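 further: potency means the concentration at half of the fitted maximal effect; 0% = uninhibited 1x PFK enzyme wells and -100% = no-enzyme wells; nearly all actives have a fitted effect of over 60% in size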
Target sequence (O15648 whole entry, looked up): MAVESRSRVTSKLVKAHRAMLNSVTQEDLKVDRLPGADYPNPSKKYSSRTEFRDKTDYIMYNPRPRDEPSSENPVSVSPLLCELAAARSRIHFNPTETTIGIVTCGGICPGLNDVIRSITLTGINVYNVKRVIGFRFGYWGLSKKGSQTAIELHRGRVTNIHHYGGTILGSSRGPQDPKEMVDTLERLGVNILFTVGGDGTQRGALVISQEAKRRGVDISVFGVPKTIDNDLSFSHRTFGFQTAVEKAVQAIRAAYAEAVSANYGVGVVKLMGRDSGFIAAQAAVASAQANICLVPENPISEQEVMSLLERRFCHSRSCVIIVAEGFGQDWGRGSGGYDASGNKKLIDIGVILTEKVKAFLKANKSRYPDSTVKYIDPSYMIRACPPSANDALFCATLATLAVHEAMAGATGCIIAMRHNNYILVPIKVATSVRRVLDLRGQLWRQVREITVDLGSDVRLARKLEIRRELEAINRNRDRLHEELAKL
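1.25 nM PFK with 0.5 mM F6P and 0.1 mM ATP in 0.1 M TEA pH 8.0, 5 mM MgCl2, incubated 45 min at room temperature; ADP measured by ADP-Glo luminescence; compounds titrated up to 57 uM.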
BCR signal inh = inhibitors of chronic active B-cell receptor signaling; ABC-DLBCL IkBa-CBG/CBR reporter, luminescence ratio, 4 h; Potency, µM (titrated, usually from 46.1 µM), without a hit: at the highest dose ratio change, negative = lower green/red ratio, usual class: inhibitors; hit rate 0.05% among 340,000; AID 493014; active means well fitted inhibition curve with a large enough effect in the signal ratio, with a control signal flat, not every such curve was filed as active; inconclusive means small, poorly fitted or top-dose-only effect, or effect the other way, or a change in a side signal; the % refers to the signal ratio;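 further: potency means the concentration at half of the fitted maximal effect; plate controls were basal doxycycline-induced cells for no effect and cells given 10 µM MG132 for full effect; MG132 reads +100%, hits lower the ratio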
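Compounds up to 46 uM were incubated four hours with TMD8 cells whose green CBG68 luciferase is fused to IkappaBalpha; red CBR luminescence normalised the signal, and concentration-effect curves were fitted to fusion, red and ratio data.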
Giardia kill = Giardia lamblia killing; AID 540267; activity change, % at 7.66 µM, hits read low; hit rate 0.15% among 340,000; Giardia lamblia trophozoite viability; in the data active means activity change below about -80%; inconclusive means between about -30% and that limit;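 further: parasites exposed to compound for two days anaerobically before the ATP read; on the % scale 0 is the no-effect control and ±100 the full control effect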
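ATP-content bioluminescence gauges trophozoite survival. Cells (100/well) receive compound and incubate anaerobically for 48 hrs at 37 deg C; detection reagent follows for 15-30 min at room temperature.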
hERG WT inh = KCNH2 (human, wildtype) channel inhibition; U2OS, BacMam KCNH2, thallium flux FluxOr; stronger effect = lower value; hit rate 0.37% among 340,000; activity change, % at 1.84 µM;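 active means maximum activity change below -70%; inconclusive means maximum activity change between -70% and -50%; inactive means maximum activity change above -50%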; further: on the % scale 0 is the no-effect control and ±100 the full control effect
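U2OS cells transduced with wild-type KCNH2 virus are loaded with FluxOr dye for 45 min, and thallium flux is measured in kinetic reads before and after stimulation buffer. Rate constants are normalized to DMSO controls.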
* marks the source's active call; other numbers are inactive results; u = inconclusive; x = not tested or not shown; & = joins results of further samples; [ ] = remark or other dose. Unless noted, the call rests on the fitted dose curve; in most records, active means well fitted curve in the direction sought with a large enough effect; inconclusive means small, poorly fitted or top-dose-only effect, or another doubt; inactive means no such curve, though single readings can be large; an effect the other way counts as inactive or inconclusive.

Values run as follows: A-T KAP1 phos	GALK inh	Coupling enz	MLL CXXC-DNA inh	TCR activator	TSHR antag	Tb PFK block	BCR signal inh	Giardia kill	hERG WT inh
> COc1ccc(/C(C)=N/NC(=O)c2nnn(-c3nonc3N)c2CN(C)c2ccccc2)cc1
 : 0%	-6%	-1	21%	-1%	5	1%	-2%	-5	-22
> NC(=O)c1ccc(NC(=O)c2cc(S(=O)(=O)N3CCCCC3)ccc2N2CCOCC2)cc1
 : -5%	x	x	x	2%	-9	7%	-4%	6	0
> CC1=NCCN1S(=O)(=O)c1cccc([N+](=O)[O-])c1
 : 3%	-2%	-1	-3%	-4%	-3	-2%	0%	3	4
> CCOc1ccccc1NC(=O)Cn1nnc(C(=O)NCCc2ccc(OC)c(OC)c2)c1N
 : -2%	5%	2	5%	1%	-9	0%	u	11	7
> CC(C)(C)OC(=O)N1Cc2ccccc2C[C@H]1C(=O)NCC(=O)NCC1CCCO1 (stereo partly drawn)
 : -1%	0%	-3	7%	7%	-5	-3%	-9%	4	-13
> Cc1[nH]ccc2c1[nH]c1cc(=O)ccc12
 : 0%	6%	-2&-7&-3&-1	u	8%	-7	2%	u	-1	-1
> CC(=O)c1cccc(NC(=O)C2CCCN(S(=O)(=O)c3ccc(F)cc3)C2)c1 (stereo not drawn)
 : 9%	-2%	1	-3%	0%	-21	-1%	u	6	-8
> CCOc1ccc2nc(N3C(=O)CNC3=S)sc2c1
 : 48%	x	2	16%	2%	0	-7%	u	u	-13
> CC(C)Cc1cc(C(=O)Nc2cc(Cl)ccc2Cl)no1
 : 26%	0%	1	0%	7%	-7	-3%	1%	-4	23
> CC(C)(CNC(=O)/C=C/c1ccc(F)cc1)CNC(=O)/C=C/c1ccc(F)cc1
 : 7%	0%	-2	-5%	-2%[46.1 µM]	-3	-6%	u	5	-5
> CCCCn1c(NC(=O)c2ccco2)c(S(=O)(=O)c2ccc(C)cc2)c2nc3ccccc3nc21
 : 4%	x	-25	49%[activator]	-17%	5	3%	-1%	0	-10
> Cc1cccn2c(=O)c3cc(C#N)c(=O)n(CC4CCCO4)c3nc12 (stereo not drawn)
 : 0%	2%	-2	1%	x	12	3%	-2%	x	x
> O=C(Nc1cccc(C(=O)N2CCN(Cc3ccccc3)CC2)c1)c1ccccc1
 : 16%	-1%	3	3%	1%	7	-2%	1%	-4	-4
> CCOC(=O)c1c(C)[nH]c(C)c1S(=O)(=O)NCC1CCN(Cc2ccccc2F)CC1
 : -4%	-3%	x	8%	8%	16	0%	u	3	-3
> O=C(CCNS(=O)(=O)c1cccc2nsnc12)NCc1cccs1
 : 2%	-5%	1	4%	8%	5	-1%	-2%	-3	-6
> Cc1cccc(C(CC(=O)O)n2cccc2)c1 (stereo not drawn)
 : 3%	2%	9	0%	-2%	20	0%	8%	13	28
> O=C(CSc1nc2ccc(NC(=O)c3ccccc3C(=O)O)cc2s1)Nc1ccc(F)c([N+](=O)[O-])c1
 : -1%	4%	10	-4%	8%	-13	-20%	u	19	1
> CN(C)CCOC(=O)C12CC3CC(C1)CC(C(=O)OCCN(C)C)(C3)C2
 : -3%	11%	4	13%	0%	-2	-5%	3%	44[activator]	4
> CC(=O)Nc1ccc(-c2csc(NNC(=O)c3ccccc3)n2)cc1
 : -9%	-1%	5	2%	11%	6	1%	u	16	3
> O=C(CCN1C(=O)[C@H]2CC=CC[C@H]2C1=O)NCc1nc(-c2ccc(Cl)cc2)no1
 : 0%	4%	2	12%	-1%	0	-2%	1%	0	-1
> COc1ccc(NC(=O)CNC(=O)c2nn(-c3ccc(OC)c(Cl)c3)c(=O)c3ccccc23)c(OC)c1
 : -1%	-1%	1	0%	2%	6	-14%	-1%	5	1
> COc1cccc(OCc2nc3ncc(Br)cc3[nH]2)c1
 : 2%	-4%	2	16%	-2%	-7	1%	u	6	11
> Cc1noc(C)c1CSc1ccccc1C(=O)N1CCN(c2ccccc2)CC1
 : 2%	-3%	3	-1%	-5%[46.1 µM]	42	-3%	14%	-6	-9
> CN(C)CCCn1cnc2c(c1=N)C(c1ccccc1)c1ccc3ccccc3c1O2 (stereo not drawn)
 : -6%	x	-1	u	2%	-5	2%	u	u	-36
> CC(C)OCCCNC(=S)N1CCC(C(=O)c2ccc3c(c2)OCCO3)CC1
 : 4%	12%	0	1%	2%	-27	-3%	u	-19	4
> CC(C)CNC(=O)COc1ccc(Sc2ccc(OCC(=O)NCC(C)C)cc2)cc1
 : -2%	0%	5	2%	-1%[46.1 µM]	-10	0%	-7%	-21	-5
> CCn1c(SCC(=O)OC)nnc1-c1c[nH]c2ccccc12
 : 8%	0%	3	9%	-8%	5	1%	3%	-9	-12
> CCCCNS(=O)(=O)c1ccc2nc(-c3cccnc3)cc(C(=O)NC(C)CC)c2c1 (stereo not drawn)
 : -24%	x	1	11%	-8%	20	-1%	1%	13	-2
> CNc1oc(-c2ccc(F)cc2)nc1S(=O)(=O)c1ccccc1
 : 5%	-2%	-2	-1%	-4%	-2	-6%	u	7	5
> Cc1[nH]nc(-c2ccc(O)cc2O)c1-c1nc2ccccc2s1
 : -2%	0%	4	-8%	3%	-28	0%	u	2	3
> O=C(Nc1cc(C(F)(F)F)ccc1N1CCOCC1)C1Cc2ccccc2CN1C(=O)c1ccco1 (stereo not drawn)
 : 17%	4%	-19	-5%	-1%	-2	0%	-3%	-3	-8
> COc1cc2c(cc1OC)CN(C(=O)CCCOc1ccc(Cl)cc1Cl)CC2
 : x	2%	-3	-14%	-7%	18	-2%	u	-5	6
> Cc1ccc(C2=NN(S(C)(=O)=O)C(c3ccc4nccnc4c3)C2)cc1 (stereo not drawn)
 : -4%	2%	3	-3%	3%[46.1 µM]	3	-2%	0%	-14	3
> CC(C)CCNC(=O)C(c1ccco1)N(CCCO)C(=O)Cn1nnc(-c2ccc(F)cc2)n1 (stereo not drawn)
 : -2%	1%	0	-16%	0%	-6	1%	5%	16	3
> CC(=O)c1cccc(NS(=O)(=O)c2cc(-c3cnc(C4CC4)o3)ccc2C)c1
 : 2%	-4%	0	2%	7%	-44	-2%	u	-23	-9
> O=C(O)CC(NC(=O)c1cccc(F)c1)c1ccc(OC2CCCC2)cc1 (stereo not drawn)
 : -7%	0%	10	33%[activator]	11%	14	5%	u	11	0
> CCN1CCN(S(=O)(=O)c2ccc(OC)c(Br)c2)CC1
 : -1%	1%	3	-7%	3%	10	0%	u	6	-89*
> CCOC(=O)c1c(C)[nH]c(C(=O)N/N=C/c2cccc(OC)c2)c1C
 : 3%	0%	3	5%	-3%[46.1 µM]	-19	u	u	-1	-2
> CCOC(=O)c1cccc(NS(=O)(=O)c2c(C)[nH]c(=O)[nH]c2=O)c1
 : -4%	1%	3	7%	1%	-5	2%	-1%	-5	43
> O=C(CSc1ccc(-c2ccc(-n3cccn3)cc2)nn1)Nc1ccccc1F
 : 4%	x	x	x	6%	-7	0%	0%	-5	3
> CC(C)CC(=O)Nc1ccccc1N1CCCC1
 : 4%	2%	0	-7%	0%[46.1 µM]	-8	3%	-7%	2	2
> C=CCOC(=O)C1=C(C)NC(SCC(=O)Nc2ccc(C)c(Cl)c2)=C(C#N)C1c1ccco1 (stereo not drawn)
 : 3%	5%	0	1%	-7%	-14	-3%	4%	-11	-3
> COc1cc(NC(=O)C2CC(=O)N(CCc3ccccc3)C2)cc(OC)c1 (stereo not drawn)
 : 7%	x	x	x	-1%	-7	3%	-13%	-6	-1
> O=C(Nc1cccnc1)c1ccc2c(c1)C(=O)N(Cc1cccnc1)C2=O
 : 1%	0%	0	-2%	0%	4	-10%	-1%	-12	-4

Some of the entries so far, bar-delimited.
SMILES | A-T KAP1 phos | GALK inh | Coupling enz | MLL CXXC-DNA inh | TCR activator | TSHR antag | Tb PFK block | BCR signal inh | Giardia kill | hERG WT inh
Cc1ccc(C2=NN(S(C)(=O)=O)C(c3ccc4nccnc4c3)C2)cc1 (stereo not drawn) | -4% | 2% | 3 | -3% | 3%[46.1 µM] | 3 | -2% | 0% | -14 | 3
CC(C)CCNC(=O)C(c1ccco1)N(CCCO)C(=O)Cn1nnc(-c2ccc(F)cc2)n1 (stereo not drawn) | -2% | 1% | 0 | -16% | 0% | -6 | 1% | 5% | 16 | 3

Assay outcomes as filed in PubChem BioAssay.
